# Source: PubChem (National Center for Advancing Translational Sciences (NCATS))
# A-T KAP1 phos – potential ataxia-telangiectasia treatment. hit rate 0.19% among 320,000. […] A-T fibroblasts, KAP-1 phosphorylation AlphaLISA; neocarzinostatin DNA damage 30 min before lysis. Potency, µM (top dose mostly 57.5 µM), for inactives: top-dose activation, actives largely listed as activators; note: potency is the fitted concentration of half-maximal effect; % of control where 0% means no effect; nearly all actives have a fitted effect of over 45% in size
#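 ATM-like activity read as KAP-1 phosphorylation via AlphaLISA donor/acceptor antibody pairs after lysis and 6 hr at 25C. Cells were ATM-null patient fibroblasts ([…], hTERT), dosed 60 min, then exposed to the DSB inducer NCS for 30 min.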
# Eya2 phos inh – Eya2 (human) phosphatase inhibition | O00167 | recombinant Eya2, OMFP fluorescence dephosphorylation (OMFP is methylfluorescein phosphate) | Potency, µM (titrated, usually from 76.9 µM), inactives show at the highest dose activity, negative = inhibition, usual class: inhibitors | hit rate 0.006% among 330,000 | AID 488837; note: potency is the fitted concentration of half-maximal effect; % is set by controls: 0 for no effect and ±100 for the full control effect
# Target sequence (O00167 whole entry, looked up): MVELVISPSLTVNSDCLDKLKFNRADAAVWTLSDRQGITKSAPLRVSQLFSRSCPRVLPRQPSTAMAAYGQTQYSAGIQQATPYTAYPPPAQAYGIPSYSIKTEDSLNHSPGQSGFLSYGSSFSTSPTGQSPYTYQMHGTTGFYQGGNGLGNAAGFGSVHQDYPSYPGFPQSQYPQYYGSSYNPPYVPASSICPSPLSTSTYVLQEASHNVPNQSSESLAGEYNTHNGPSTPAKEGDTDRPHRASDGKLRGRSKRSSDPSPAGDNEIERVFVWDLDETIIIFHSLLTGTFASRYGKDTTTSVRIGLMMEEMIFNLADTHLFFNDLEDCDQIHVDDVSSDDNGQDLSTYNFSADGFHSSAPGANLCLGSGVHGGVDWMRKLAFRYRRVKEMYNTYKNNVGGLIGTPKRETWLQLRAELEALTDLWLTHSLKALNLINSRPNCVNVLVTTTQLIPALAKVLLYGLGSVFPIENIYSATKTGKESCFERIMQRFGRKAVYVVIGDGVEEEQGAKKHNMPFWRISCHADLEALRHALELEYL
#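 Eya2 protein (added as 0.2 uM solution) was preincubated with compound for 10 min at ambient temperature in 50 mM HEPES pH 7.5, 50 mM NaCl, 5 uM MgCl2, 0.05% BSA, 1 mM DTT. OMFP (added at 50 uM) then reacted 10 min; fluorescence read at 485/525 nm.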
# TRPV1 agonist – activates the human vanilloid receptor TRPV1; hit rate 0.19% among 320,000; activation, % at 8.33 µM; TRPV1-expressing cells, Fluo-8 calcium influx, agonist mode; Q8NER1; AID 540275; in the data active = activation above about 80%; inconclusive = between about 30% and that limit; note: 0% is about no effect
#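 TRPV1-expressing cells were cultured overnight at 35.5C and loaded with Fluo-8 calcium dye for 40 to 90 min at room temperature. After a 10 s baseline, compound was added and calcium influx was read kinetically for 3 min (ex 480/em 520 nm).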
# KCNH2 3.1 inh – KCNH2 3.1 (human) potassium channel inhibition | hit rate 0.95% among 340,000 | U2OS KCNH2 3.1, thallium flux FluxOr; hits give low values | activity change, % (tested at about 1.8 µM) | AID 720553;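 active = maximum activity change below -70%; inconclusive = maximum activity change from -70% to -50%; inactive = maximum activity change above -50%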;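 note: thallium influx rate constant from kinetic fluorescence after stimulation buffer; % is set by controls: 0 for no effect and ±100 for the full control effect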
#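 Measured as rate of thallium-driven FluxOr signal in transduced U2OS cells carrying the 3.1 channel, read kinetically for 2 min upon stimulation; values are rate constants scaled to DMSO control wells.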
# ELG1 DNA repair – inhibitors of ELG1-dependent DNA repair in HEK293T cells | HEK293T ELG1-luciferase reporter, luminescence, 16 h; DNA damage induced by 5-fluorouridine | Potency, µM (top dose mostly 46.1 µM), without a hit: at the highest dose activity change, negative = inhibition, hits mostly inhibitors | hit rate 2.3% among 330,000; note: potency is the fitted concentration of half-maximal effect; % is set by controls: 0 for no effect and ±100 for the full control effect; nearly all actives have a fitted effect of over 55% in size
#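 Overnight (16 hr) co-exposure of 2,000 cells/well to 5-fluorouridine and compound at 37 °C preceded detection. Luciferase was quantified via ONE-Glo luminescence; loss of signal denotes inhibition.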
# Mito fusion act – blocks mitochondrial division or promotes mitochondrial fusion; hit rate 0.23% among 320,000; AID 485298; S. cerevisiae fusion-defective mutant growth rescue, CellTiterGlo 48 h; Potency, µM (top dose mostly 46.1 µM), for inactives: top-dose growth rescue (activation), most hits filed as activators;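 note: potency is the fitted concentration of half-maximal effect; % of control where 0% means no effect; nearly all actives have a fitted effect of over 45% in size; temperature-sensitive fusion mutants such as fzo1-1 at 37 °C on non-fermentable ethanol glycerol medium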
#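 Growth-rescue viability read-out: after 48 h at the non-permissive 37C in glycerol/ethanol YPEG, yeast mitochondrial fusion mutants are measured by CellTiterGlo luminescence; compounds (23 nl pinned per well) restoring growth score as division inhibitors or fusion activators.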
# TCR activator – activators of T cell receptors. primary human leukocytes, anti-CD3, IL-2 HTRF, 48 h. Potency, µM (top dose mostly 9.22 µM), for inactives: at the highest dose activation of IL-2 secretion, usual class: activators. 330,000 tested, under 10 active. AID 504894; note: % of control where 0% means no effect
#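 Using a-CD3 beads without co-stimulation, primary human leukocytes were exposed to compounds for 48 hr. An HTRF IL-2 kit measured the cytokine, with europium-to-d2 energy transfer producing emission at 665nm upon 320nm excitation.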
# TSHR antag – blocks TSH signaling through the human TSH receptor; hit rate 0.2% among 330,000; activity change, negative = inhibition, % at 11.5 µM; TSHR-expressing cells, TSH-stimulated cAMP HTRF, 2 h; hits give low values; AID 504810; P16473;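 active = activity change below a set negative limit, meaning inhibition stronger than a set level, cut at about -70% in these data; inconclusive = activity change between two set negative limits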; note: % is set by controls: 0 for no effect and ±100 for the full control effect
#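 Antagonism was scored as loss of TSH-driven cAMP in TSHR cells, stimulated with 4nM TSH (EC80) for 2 hours at 37 deg C and detected by homogeneous HTRF competition immunoassay.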
# KCNH2 WT inh – blocks the wildtype human KCNH2 potassium channel | U2OS, BacMam KCNH2, thallium flux FluxOr; hits give low values | Q12809 | hit rate 0.37% among 340,000 | activity change, % at 1.84 µM;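 active = maximum activity change below -70%; inconclusive = maximum activity change between -70% and -50%; inactive = maximum activity change above -50%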; note: % is set by controls: 0 for no effect and ±100 for the full control effect
#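 U2OS cells transduced with wild-type KCNH2 virus are loaded with FluxOr dye for 45 min, and thallium flux is measured in kinetic reads before and after stimulation buffer. Rate constants are normalized to DMSO controls.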
# USP2a block – inhibitors of human ubiquitin-specific protease USP2a | O75604 | USP2 core, Ub-CHOP2 coupled fluorogenic reporter, 485/531 | Potency, µM (doses to about 38.3 µM), without a hit: top-dose activity change, negative = inhibition, hits mostly inhibitors | hit rate 0.01% among 330,000 | AID 463254;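 note: potency is the fitted concentration of half-maximal effect; plate controls were DMSO wells for no effect and full inhibition by NEM control for full effect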
# Target sequence (O75604 whole entry, looked up): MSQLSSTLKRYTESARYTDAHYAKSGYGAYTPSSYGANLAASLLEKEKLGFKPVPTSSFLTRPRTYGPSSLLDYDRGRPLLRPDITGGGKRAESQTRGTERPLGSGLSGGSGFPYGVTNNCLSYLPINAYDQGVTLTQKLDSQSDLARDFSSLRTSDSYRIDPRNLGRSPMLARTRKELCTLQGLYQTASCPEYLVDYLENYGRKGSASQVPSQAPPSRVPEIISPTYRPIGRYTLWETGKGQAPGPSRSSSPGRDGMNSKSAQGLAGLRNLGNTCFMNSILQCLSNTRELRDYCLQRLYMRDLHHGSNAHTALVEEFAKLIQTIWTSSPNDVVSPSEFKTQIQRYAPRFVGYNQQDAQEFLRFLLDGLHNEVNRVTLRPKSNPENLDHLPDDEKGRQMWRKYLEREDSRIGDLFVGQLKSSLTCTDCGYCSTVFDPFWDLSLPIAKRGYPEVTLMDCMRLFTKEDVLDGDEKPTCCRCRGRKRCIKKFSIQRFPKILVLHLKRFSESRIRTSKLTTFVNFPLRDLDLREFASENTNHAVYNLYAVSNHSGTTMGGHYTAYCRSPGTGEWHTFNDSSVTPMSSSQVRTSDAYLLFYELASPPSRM
#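 USP2 core (10nM final) preincubated 30min RT with compound in 20mM Tris-HCl pH 8.0, 2mM CaCl2, 2mM beta-mercaptoethanol, 0.05% CHAPS; 25nM Ub-CHOP2 plus 25nM reporter substrate added, fluorescence (Ex485/Em531) read after 60min.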
# Active calls of the source: *; ? = inconclusive; nt = no result given; [ ] = dose if it differs, or a comment. Unless noted, calls come from the whole dose curve; as a rule, active = well fitted curve in the direction sought with a large enough effect; inconclusive = small, poorly fitted or top-dose-only effect, or another doubt; inactive = no such curve, though single readings can be large; an effect the other way counts as inactive or inconclusive. Only part of the results is shown; rates above refer to the full screens.
SMILES,A-T KAP1 phos,Eya2 phos inh,TRPV1 agonist,KCNH2 3.1 inh,ELG1 DNA repair,Mito fusion act,TCR activator,TSHR antag,KCNH2 WT inh,USP2a block
COc1ccc(NC(=O)C(NC(=O)c2ccc(=O)[nH]c2)c2ccccc2)cc1 (centres undefined),6%,-1%,1,-18,12%,-4%,7%[46.1 µM],-4,3,4%
COC(=O)c1ccc(COn2nnc3ccccc32)cc1,6%,-3%,?,5,?,-2%,1%,10,-3,2%
CCOC(=O)c1c(C)c2c(n1C)CCC/C2=N\O,-4%,4%,0,6,-15%,6%,-2%,18,7,2%
N#Cc1ccc(S(=O)(=O)N2CCN(Cc3cccs3)CC2)cc1,1%,3%,3,5,12%,1%,-2%,-23,2,3%
COc1cc(C(=O)NCC(c2ccco2)N2CCc3ccccc32)cc(OC)c1OC (centres undefined),6%,8%,-2,6,?,3%,-3%,2,5,-2%
Cc1occc1-c1nnc(SCC(=O)NC(=O)NC(C)C)n1N,4%,2%,-2,10,17%,-2%,3%,-23,-9,2%
COCCn1c(SCC(=O)Nc2ccc(S(=O)(=O)N(C)C)cc2)nc2ccccc21,5%,16%,6,-2,15µM*,-3%,0%,7,-3,1%
COc1ccc(C(C)=O)cc1CN1C(=O)NC2(CCCC2)C1=O,-8%,-9%,2,-2,13%,-1%,2%,-10,0,2%
CC1CCN(C(=O)c2ccc([N+](=O)[O-])o2)CC1,10%,-1%,-1,-72*,-13%,6%,-2%,-9,-2,-2%
O=S(=O)(Nc1nc2ccccc2nc1Nc1ccc2c(c1)OCO2)c1ccc(F)cc1,3%,-6%,2,16,-9%,-1%,0%[46.1 µM],-16,3,1%
O=C(O)C1Cc2[nH]cnc2C(c2ccccc2O)N1 (centres undefined),3%,4%,-2,33,15%,0%,3%[46.1 µM],2,2,5%
O=C(c1ccc(Cl)cc1)N1CCCC(C(=O)N2CCc3ccccc3C2)C1 (centres undefined),-4%,18%,?,13,-2%,-7%,-1%,-11,2,-1%
COc1cccc(C2CC(=O)N3CN(c4cccc(Cl)c4C)CSC3=C2C#N)c1OC (centres undefined),8%,8%,2,7,3%,3%,-2%,5,4,-1%
O=C(Cc1csc(Nc2nc(=S)[nH]c3ccccc23)n1)NCc1ccccc1Cl,?,15%,nt,-4,7%,-5%,nt,47,1,-2%
CN(CC(=O)NC(=O)NCc1ccccc1)Cc1cccc(Cl)c1Cl,14%,-2%,?,-1,-30%,20%,-3%[46.1 µM],-12,12,-6%
CSc1ncccc1C(=O)Nc1ccc(OC(F)(F)F)cc1,-11%,7%,19,24,3%,12%,-4%,-3,4,1%
CN(C)S(=O)(=O)n1cnc([C@@H]2[C@H]3C(=O)OC[C@@H]3C[C@@]23N=CN(Cc2ccccc2)C3=O)c1,7%,-4%,0,3,?,-6%,6%,-16,-5,2%
Cc1ccc(N2C(=O)c3ccc(C(=O)N4CCN(c5ccc(C)c(C)c5)CC4)cc3C2=O)cc1,5%,0%,-1,4,13%,5%,0%,-3,4,-2%
CCOC(=O)C(NCc1ccco1)(NC(=O)c1ccc(OC)cc1)C(F)(F)F (centres undefined),5%,-10%,nt,-25,0%,-3%,1%,-8,7,1%
O=S(=O)(NCC(O)c1ccccc1)c1cc(Cl)sc1Cl (centres undefined),-1%,-3%,0,6,25%,3%,18%,-15,-1,-1%

# Three consecutive entries out of the list so far, for reference:
SMILES,A-T KAP1 phos,Eya2 phos inh,TRPV1 agonist,KCNH2 3.1 inh,ELG1 DNA repair,Mito fusion act,TCR activator,TSHR antag,KCNH2 WT inh,USP2a block
COc1ccc(NC(=O)C(NC(=O)c2ccc(=O)[nH]c2)c2ccccc2)cc1 (centres undefined),6%,-1%,1,-18,12%,-4%,7%[46.1 µM],-4,3,4%
COC(=O)c1ccc(COn2nnc3ccccc32)cc1,6%,-3%,?,5,?,-2%,1%,10,-3,2%
CCOC(=O)c1c(C)c2c(n1C)CCC/C2=N\O,-4%,4%,0,6,-15%,6%,-2%,18,7,2%

# The list continues:
SMILES,A-T KAP1 phos,Eya2 phos inh,TRPV1 agonist,KCNH2 3.1 inh,ELG1 DNA repair,Mito fusion act,TCR activator,TSHR antag,KCNH2 WT inh,USP2a block
O=C(OCc1cc(=O)n2ccsc2n1)c1ccc(O)cc1O,8%,-1%,-2,-2,?,-2%,-4%,-1,-1,1%
O=C(NNC(=O)c1ccccc1C(=O)O)c1ccc(-c2ccccc2)cc1,0%,2%,3,nt,?,9%,nt,-8,nt,-1%
CC(=O)N1CCN(c2ccc(NC(=O)c3ccc(Cl)c(Cl)c3)cc2)CC1,4%,11%,25,23,-10%,0%,-5%,-9,11,-2%
COc1ccc(OC)c(CN2CCN(C(=O)CNC(=O)c3ccc(C(C)(C)C)cc3)CC2)c1,-1%,-7%,-1,-6,?,4%,3%,16,35,2%
Cc1cc(OCC(O)CN2CCCC2)ccc1C(C)C (centres undefined),12%,3%,-7,-2,7%,4%,3%,38,8,2%
Cc1cc(OCC(=O)NNC(=O)c2cnccn2)cc(C)c1Cl,5%,-16%,3,0,-12%,-1%,-1%,2,-9,-1%
O=C(NC1CCOC1)c1ccc(OC2CCN(CCc3ccccc3)CC2)cc1 (centres undefined),3%,-6%,1,1,2%,0%,2%,5,21,1%
O=C(CCN1CCN(Cc2ccccc2)CC1)Nc1ccc(OCc2ccccc2)cc1,nt,8%,-1,-95*,?,1%,-2%,0,-39,2%
CCOc1ccc(S(=O)(=O)Nc2ncn[nH]2)cc1,3%,0%,-3,1,-1%,1%,5%,-4,-14,3%
O=C(/C=C/c1ccccc1)N/C(=C/c1ccccc1)C(=O)Nc1ccccc1O,-7%,9%,17,-18,-7%,12%,6%,-2,-2,-5%
CCOCCCNC(=O)C(c1ccc(C)cc1)N1CCOCC1 (centres undefined),10%,5%,nt,-5,12%,-3%,1%,-1,-1,-4%
COc1ccccc1OCC(=O)Nc1ccccc1C(=O)NC1CC1,8%,5%,1,1,13%,13%,-4%,43,-1,0%
CCCNC(=O)C1CN(S(=O)(=O)c2ccc(C)cc2)c2ccccc2O1 (centres undefined),9%,1%,?,6,-11%,18%,-6%,-4,-1,1%
COc1ccc(C(=O)Oc2ccc(=O)n(-c3ccccc3)n2)cc1,21%,6%,nt,-23,6%,-2%,-1%,103,-4,-1%
Nc1nc(NCc2ccco2)nn1-c1ccccc1,0%,3%,-1,-2,4%,3%,3%,-3,-4,-2%
C/C(=N\NC(=S)Nc1ccc(C)c(C)c1)c1ccc(N2CCOCC2)cc1,0%,-3%,2,3,23µM*,0%,1%[46.1 µM],23,0,-7%
Cc1cc(NCCO)nc(N2CCOCC2)n1,4%,2%,13,-2,9%,0%,4%,13,2,-2%
O=S(=O)(c1ccccc1)N1CCN(CCc2ccccc2)CC1,-14%,4%,7,-5,?,-4%,nt,11,20,0%
COc1ccc(CNS(=O)(=O)c2ccc3c(c2)NC(=O)CS3)cc1,1%,-5%,0,33,2%,3%,3%,1,22,1%
COc1cc(OC)cc(-c2c(-c3cccs3)c3cc(-c4ccc(OCc5ccccc5)cc4)ccc3n2C)c1,-1%,-4%,nt,17,?,nt,6%,-2,0,3%
CC(C)Cn1c(=O)c2sccc2n2c(CCCC(=O)NC3CCN(Cc4ccccc4)CC3)nnc12,1%,-4%,3,3,-3%,1%,-4%,0,5,0%
COCCNc1nc(C)cc(-c2cc(-c3ccc(Cl)cc3)on2)n1,3%,-5%,7,-1,13%,-8%,11%,4,4,6%
N#CC1=C(S)N(c2ccccc2)C(c2ccc(-c3ccc(Cl)c(Cl)c3)o2)NC1=O (centres undefined),-5%,12%,6,-2,4%,5%,1%,-6,3,11%
Cn1ncc(Br)c1NC(=O)Nc1ccccc1,21%,0%,22,1,1%,0%,9%,-5,-15,-12%
CCOC(=O)c1c(C)[nH]c(C(=O)OCC(=O)NC2CCS(=O)(=O)C2)c1C (centres undefined),7%,-2%,2,-2,1%,-2%,1%,-4,-14,1%
CC(C)Oc1ccc(CNCC2(O)CCOC(C)(C)C2)cc1 (centres undefined),2%,4%,1,6,-5%,0%,3%[46.1 µM],7,-4,-1%
O=C(/C=C\N1CCOCC1)c1ccc(Br)cc1,2%,-15%,0,-8,?,1%,nt,-15,-13,4%
COc1cccc(-n2nnc3c(=O)n(Cc4c(F)cccc4Cl)cnc32)c1,0%,5%,2,3,?,-2%,-10%[46.1 µM],-2,4,1%
Cc1ccc(C(=O)NC2CCN(CCCC(=O)c3ccc(F)cc3)CC2)cc1,5%,1%,1,-34,-8%,9%,nt,1,-36,0%
Cc1ccc([N+](=O)[O-])cc1N,-2%,-2%,-2,6,19%,-9%,7%,21,nt,3%
COc1ccc(C(=O)NC(=S)SCC(=O)O)cc1,-2%,5%,0,29,9%,2%,1%,0,-3,-1%
Cn1c(NC(=O)c2cccs2)c(-c2cccs2)c(=O)c2ccccc21,6%,-1%,-2,6,-1%,4%,4%,-4,8,2%
